Bioassay records (PubChem BioAssay)
NPR1 activator: GC-A (human) enzyme activation | P16066 | HEK293 GC-A cells, cGMP TR-FRET, EC30 ANP; 0% at EC30 ANP, 100% saturating ANP | activation, % at 10 µM | hit rate 0.14% among 370,000 | AID 1671463; in the data active means activation above about 40%
rCAG RNA binder: binds r(CAG) RNA repeats. r(CAG) RNA repeat, TO-PRO-1 dye displacement fluorescence. inhibition, % at 3 µM. hit rate 1.3% among 370,000. AID 651821;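 active means inhibition above the plate cutoff, the mean of all test compounds on that plate plus 3 SD, cut at about 35% in these data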;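 further: 0% = DMSO alone and 100% = 100 µM mitoxantrone as full dye displacement; higher means more dye released from RNA so lower well fluorescence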
ARFGAP1 inh: rat ARFGAP1 inhibition | Q62848 | Arfgap1-stimulated ARF1 GTP hydrolysis, GDP FP detection | inhibition, % at 16.5 µM | hit rate 0.26% among 360,000 | AID 651572;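 active means inhibition above a per-plate limit, mean inhibition of low control wells plus 3 SD, cut at about 25% in these data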;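 further: 0% = DMSO wells with enzyme and 100% = wells lacking Arfgap1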
Target sequence (Q62848 1-136 limits assumed): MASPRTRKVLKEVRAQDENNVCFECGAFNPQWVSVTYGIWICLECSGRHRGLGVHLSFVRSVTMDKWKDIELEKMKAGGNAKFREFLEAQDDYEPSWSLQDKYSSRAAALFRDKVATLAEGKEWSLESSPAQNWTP
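Repeats: one replicate per compound; assay system: rat Arfgap1 catalytic domain, aa 1-136; times: enzyme reaction 120 min at 25 °C after 20 min preincubation; detection: FP of antibody-bound GDP Alexa 633 tracer, ex 620/em 688 nm; benchmarks: high control wells lacking Arfgap1, low control full reaction with DMSO; reagent: human ARF1(Δ1-17)-GTP substrate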
NPR2 activator: GC-B (human) receptor activation. P20594. HEK293-GC-B cells, CNP EC30, cGMP TR-FRET; 0% at EC30 CNP, 100% saturating CNP. activation, % at 10 µM. hit rate 0.11% among 370,000. AID 1920062;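 active means activation at 10 µM reaching about 35% in either raw or pattern-adjusted values, limit read from the data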
SMARCA2 act: increases SMARCA2 function in MMTV reporter cells. MG213 cells, MMTV-luciferase reporter, dexamethasone, overnight. activation, % at 9.1 µM. hit rate 1% among 370,000. AID 652017; in the data active means activation above about 7.8%;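 further: 0% = vehicle wells and 100% = reference activator wells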
ABHD4 inh: ABHD4 (mouse) inhibition, primary FP screen; purified mABHD4, FP-Rh probe fluorescence polarization; inhibition, % at 8.92 µM; hit rate 0.54% among 370,000; AID 720543;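 active means inhibition exceeding the mean over every tested compound plus 3 SD, cut at about 30% in these data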;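 further: 0% = plate median of compound wells and 100% = S159A mutant with DMSO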
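Assay system: mouse ABHD4 enzyme, wild type / Also added: fluorescent activity-based probe FP-Rh / Doses: single nominal dose of 8.92 µM, 0.89% DMSO final / Timing: 45 min compound pre-incubation plus 60 min probe step, 25 °C / Signal: FP readout, ex 525 nm / em 598 nm / Control set: S159A mutant/DMSO as 100%, compound-well median as 0%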
HTRA1 inh: inhibitors of human serine peptidase HTRA1; Q92743; recombinant HTRA1, FP-rhodamine activity-based probe, fluorescence polarization; inhibition, % at 5.96 µM; hit rate 0.5% among 340,000; AID 504803; in the data active means inhibition above about 36%;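 further: 0% = enzyme with DMSO and 100% = wells lacking enzyme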
Target sequence (Q92743 whole entry, looked up): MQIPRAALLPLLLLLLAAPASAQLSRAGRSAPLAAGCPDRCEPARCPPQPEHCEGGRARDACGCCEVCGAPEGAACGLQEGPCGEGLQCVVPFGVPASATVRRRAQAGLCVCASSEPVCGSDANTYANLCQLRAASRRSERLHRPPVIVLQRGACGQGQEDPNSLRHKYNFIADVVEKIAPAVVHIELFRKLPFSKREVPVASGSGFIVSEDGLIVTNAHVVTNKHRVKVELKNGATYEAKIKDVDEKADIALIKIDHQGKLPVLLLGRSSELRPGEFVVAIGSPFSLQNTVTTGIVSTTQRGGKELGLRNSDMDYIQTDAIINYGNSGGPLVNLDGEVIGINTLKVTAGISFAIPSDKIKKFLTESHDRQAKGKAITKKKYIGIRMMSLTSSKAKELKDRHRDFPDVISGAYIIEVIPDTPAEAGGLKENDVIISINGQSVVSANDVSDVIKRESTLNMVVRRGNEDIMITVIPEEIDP
ASAP1 inh: blocks human ASAP1-stimulated Arf1 GTP hydrolysis; inhibition, % at 16.5 µM; hit rate 0.19% among 360,000; AID 624377; GDP FP detection; Q9ULH1; in the data active means inhibition above about 25%;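 further: 0% = vehicle with enzyme and substrate and 100% = no enzyme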
Target sequence (Q9ULH1 325-724 limits assumed): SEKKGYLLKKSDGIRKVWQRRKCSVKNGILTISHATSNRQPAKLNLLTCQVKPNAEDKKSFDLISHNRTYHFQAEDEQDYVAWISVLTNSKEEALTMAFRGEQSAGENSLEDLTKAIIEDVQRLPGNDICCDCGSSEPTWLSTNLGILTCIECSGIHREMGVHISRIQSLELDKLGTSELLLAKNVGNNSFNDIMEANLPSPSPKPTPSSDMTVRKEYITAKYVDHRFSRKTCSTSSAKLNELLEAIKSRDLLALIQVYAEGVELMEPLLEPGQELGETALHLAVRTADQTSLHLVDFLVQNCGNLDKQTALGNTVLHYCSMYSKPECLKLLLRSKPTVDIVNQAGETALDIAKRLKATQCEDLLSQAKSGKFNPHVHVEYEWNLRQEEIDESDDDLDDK
PG9 Ab binder: PG9 antibody binding by small molecule; hit rate 0.43% among 360,000; inhibition, % at 6.7 µM; TR-FRET gp120-PG9 antibody binding; AID 624416; in the data active means inhibition above about 8.5%
NR1D1 modulator: modulates human Rev-erb alpha binding to DNA. AID 1259318. P20393. activity, % at 10 µM. hit rate 0.79% among 370,000. Rev-erbα–FITC-DNA binding, fluorescence polarization, 90 min;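 active means activity above about 14%, limit read from the data; passing the limit was not always enough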;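 further: 0% = DMSO wells with 35 nM protein and 100% = DMSO wells with 750 nM protein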
An asterisk follows results filed as active; nt = no result given; & = joins results of further samples.

Second line of a record – ABHD4 inh | PG9 Ab binder | rCAG RNA binder | NPR2 activator | SMARCA2 act | ASAP1 inh | NPR1 activator | ARFGAP1 inh | NR1D1 modulator | HTRA1 inh
#1 O=c1[nH]c2ccccc2c2nc3ccccn3c12
→ 3 | -3.2 | 2 | -1 | 12* | -2 | 6 | 7 | 1 | 7
#2 COc1ccc(NC(=O)COC(=O)c2ccc(Br)o2)cc1OC
→ 2 | 0.3 | -4 | 0 | -5 | -11 | 2 | 1 | -4 | -1
#3 COc1ccc(C2C(C(=O)c3ccco3)=C(O)C(=O)N2CC2CCCO2)cc1OC (stereo unspecified)
→ 2 | -0.5 | 1 | -3 | -1 | 0 | 7 | -9 | 2 | 5
#4 CCC(O)C1CCN(Cc2cn(Cc3ccccc3)nc2-c2cc3ccccc3o2)CC1 (stereo unspecified)
→ -1 | -0.9 | -4 | -8 | -2 | 0 | 1 | -1 | 10 | -7
#5 Cc1ccc(NC(=S)N2CCC(NC(=O)c3ccc(F)cc3)CC2)cc1
→ 3 | 0.7 | 7 | 0 | 2 | -11 | -2 | -10 | -9 | -4
#6 COc1cccc(C(CC(=O)NCc2ccco2)NS(=O)(=O)c2ccc(C)cc2)c1OC (stereo unspecified)
→ 3 | -2.1 | 4 | -7 | 2 | 8 | 0 | 13 | -3 | -4
#7 O=C(CNCc1ccccc1)Nc1ccc(F)cc1
→ 2 | 0.3 | -2 | -3 | 5 | 15 | -2 | -3 | 5 | 6
#8 N#CCSc1nnc2ccc3ccccc3n12
→ 2 | -1.9 | -1 | -1 | 0 | -1 | 1 | -9 | -1 | -2
#9 COC1=C[C@H](C(=O)NC2CCN(Cc3ccccc3)CC2)[C@@]2(C)Cc3ccccc3[C@H]2CC1=O
→ 1 | nt | -1 | -8 | -4 | nt | -3 | nt | -2 | nt
#10 O=[N+]([O-])c1ccccc1Oc1ccc(S(=O)(=O)N2CCOCC2)cc1
→ -4 | 0.6 | 2 | 2 | -1 | -2 | 1 | 17 | -7 | 5
#11 CCCn1c(N)c(N(CCOC)C(=O)COC(=O)CSc2cc(C)c3ccccc3n2)c(=O)[nH]c1=O
→ 0 | -0.6 | -4 | -4 | -2 | -1 | -1 | 10 | 5 | 1
#12 COc1ccc(C(C(=O)NC2CCCC2)n2c(Cc3cc(F)cc(F)c3)nc3ccccc32)cc1 (stereo unspecified)
→ -10 | -1.8 | 1 | -15 | 1 | 5 | -16 | -3 | -4 | nt
#13 O=C(C(c1ccccc1)c1ccccc1)N1CCN(Cc2ccco2)CC1
→ 5 | -0.5 | -9 | -3 | -3 | 0 | -4 | 3 | 2 | 1
#14 Cc1ccc2nc(SCC(=O)Nc3cc(C)on3)[nH]c2c1
→ -6 | 0.0 | 0 | -9 | 4 | 2 | -1 | -2 | -1 | -5
#15 Cc1cccc2cc(CN(CC(C)C)S(=O)(=O)c3ccccc3)c(=O)[nH]c12
→ -4 | -1.1 | -1 | 1 | 0 | -2 | -3 | 15 | 1 | -6
#16 O=C(NCCN1C(=O)CSC1=O)C1CC(=O)N(c2ccccc2)C1 (stereo unspecified)
→ -6 | 4.1 | 1 | 0 | -4 | -6 | 1 | 7 | 2 | 2
#17 O=C(O)c1cccnc1SCC(=O)N1CCCCCC1
→ 0 | -1.6 | 4 | -1 | 1 | 13 | 2 | -3 | 2 | -2
#18 CCCn1nnc(NC(=O)COc2ccccc2Cl)n1
→ -6 | -1.2 | -1 | -5 | 2 | 5 | 1 | 8 | 0 | 4
#19 COc1ccc(/C(C)=N/Nc2ccc(C(=O)O)cc2)cc1OC
→ 7 | -11 | -6 | -5 | 7 | 0 | -4 | -4 | -2 | 1
#20 CCN1CCN(C(=O)C2CC(c3ccc(F)cc3)=NO2)CC1 (stereo unspecified)
→ 5 | 0.1 | 5 | -3 | 0 | -14 | 0 | 4 | -2 | -4
#21 O=C1/C(=C/c2cccnc2)Sc2ccccc21
→ -6 | -9.6 | 9 | -28 | -2 | 15 | -16 | -7 | 7 | -4
#22 Cc1ccccc1NC(=O)Nc1ccccc1N1CCCCC1
→ -17 | -1.5 | -8 | 1 | -3 | 3 | -2 | -17 | 5 | -19
#23 Cc1cc(C(=O)Nc2ccc(Br)cn2)sc1C
→ 2 | 0.8 | 3 | -4 | 5 | 10 | 2 | 7 | 2 | -16
#24 COc1ccc(/C=N/NC(=O)Nc2nonc2N)cc1
→ 2 | -1.4 | 0 | -8 | 2 | -3 | -4 | 7 | 3 | 1
#25 O=C(COC(=O)c1ccc(Br)o1)NCc1ccc(Cl)cc1
→ 1 | -2.5 | 0 | -6 | -1 | -4 | 0 | 4 | 1 | 0
#26 C=C(C)c1ccc(C(C)(C)NC(=O)N(Cc2ccccc2)Cc2ccco2)cc1
→ -8 | -2.9 | -8 | -10 | -4 | 10 | -9 | 6 | 2 | -8
#27 C[C@@H]1C[C@H]2[C@@H]3CCC4=CC(=O)C=C[C@]4(C)[C@@]3(F)[C@@H](O)C[C@]2(C)[C@@]1(O)C(=O)CO
→ -2 | -1.7 | 1 | -2 | -2 | -1 | 5 | 29* | 2 | 3&4
#28 CCOC(=O)c1c(N)sc2c1CCN(CCc1ccccc1)C2
→ 7 | 0.9 | -2 | 3 | -1 | -9 | 12 | -7 | -3 | -2
#29 CC(=O)N1c2ccc(S(=O)(=O)N3CCCC(C(=O)Nc4ccc(F)cc4)C3)cc2CC1C (stereo unspecified)
→ -4 | 0.7 | 4 | -3 | -7 | -4 | 1 | 8 | -4 | -2
#30 Cn1c(SCC(=O)Nc2cccc(Br)c2)nnc1-c1cc2ccccc2o1
→ 4 | -8.9 | 0 | -7 | -4 | 7 | -30 | -9 | 42* | 7

In the list so far, 2 have a COOH group:
Second line of a record – ABHD4 inh | PG9 Ab binder | rCAG RNA binder | NPR2 activator | SMARCA2 act | ASAP1 inh | NPR1 activator | ARFGAP1 inh | NR1D1 modulator | HTRA1 inh
#17 O=C(O)c1cccnc1SCC(=O)N1CCCCCC1
→ 0 | -1.6 | 4 | -1 | 1 | 13 | 2 | -3 | 2 | -2
#19 COc1ccc(/C(C)=N/Nc2ccc(C(=O)O)cc2)cc1OC
→ 7 | -11 | -6 | -5 | 7 | 0 | -4 | -4 | -2 | 1

(cont.)
Second line of a record – ABHD4 inh | PG9 Ab binder | rCAG RNA binder | NPR2 activator | SMARCA2 act | ASAP1 inh | NPR1 activator | ARFGAP1 inh | NR1D1 modulator | HTRA1 inh
#31 O=S(=O)(NC1CCCCC1N1CCC(O)CC1)c1ccccc1 (stereo unspecified)
→ 4 | 0.3 | -3 | -1 | -1 | -4 | 2 | 5 | -2 | 4
#32 COc1ccccc1CNC(=O)c1n[nH]c2ccccc12
→ -7 | -0.1 | -1 | 3 | 3 | 22 | -2 | 8 | -3 | 2
#33 CC1=C(C(=O)Nc2ccccc2C)C(c2ccc(C)o2)n2c(s/c(=C/c3ccccc3)c2=O)=N1 (stereo unspecified)
→ -8 | -1.1 | 16 | 1 | -1 | 10 | 7 | -5 | -3 | -1
#34 Cc1nc(SC(C)C(=O)NC2CCCC2)c2ccccc2n1 (stereo unspecified)
→ 1 | 1.8 | -2 | 1 | -3 | 2 | -1 | -7 | 7 | 3
#35 O=C(Nc1ccc(NC(=O)c2cccs2)cc1)c1ccccc1
→ -5 | -0.9 | 0 | 0 | 1 | -1 | -1 | 0 | 1 | -2
#36 O=C(O)C1=C[C@@H](C2CC2)C[C@@H](OCCCCO)O1
→ 4 | -1.7 | 1 | 1 | 0 | 15 | 2 | 14 | 0 | 1
#37 COc1ccc(CCC(=O)NCc2cn3ccsc3n2)cc1
→ -6 | 0.9 | 0 | 2 | -1 | -2 | -2 | 0 | -2 | 12
#38 CCN(CC(=O)Nc1c(F)cccc1F)C(=O)CCCc1nc2ccccc2c(=O)[nH]1
→ -7 | 1.6 | -4 | 1 | -2 | -10 | -1 | -4 | 4 | 5
#39 COC(=O)C(CC(C)C)N(Cc1ccc(Br)cc1)S(=O)(=O)CCl (stereo unspecified)
→ -4 | -0.8 | 2 | -10 | 0 | 10 | -7 | -5 | 2 | nt
#40 Cc1sc(NC(=O)C2CCCC2)c(C#N)c1C
→ 13 | -1.0 | 5 | 1 | -1 | 12 | -4 | 11 | -7 | -3
#41 O=C(CSc1nnc(-c2cccnc2)n1CCc1ccccc1)N1CCCCC1
→ -19 | 1.9 | -7 | -3 | 1 | -5 | 4 | 2 | 6 | -8
#42 Cc1nn(Cc2ccc(F)cc2)c2sc(C(=O)Nc3nccs3)cc12
→ -10 | 16* | 7 | -6 | -4 | 17 | 4 | 4 | 12 | -18
#43 Cc1cc(F)ccc1NCc1ccncc1
→ 2 | 1.1 | -1 | 1 | -2 | 4 | 1 | -6 | 1 | 0
#44 CC(c1ccco1)N(C(=O)C12CC3(C)CC(C)(CC(C)(C3)C1)C2)c1ccccn1 (stereo unspecified)
→ 9 | -0.7 | 0 | -2 | -1 | -1 | -7 | 0 | 6 | -2
#45 COc1ccc(NC(=O)Cc2c[nH]c3ccccc23)cc1S(=O)(=O)N1CCCCC1
→ 0 | -0.4 | 5 | 5 | 6 | 3 | -1 | -4 | 2 | -7
#46 CC12CC3OC3CC1CCC1C2CCC2(C)C1CCC21OCCO1 (stereo unspecified)
→ -2 | 3.3 | 3 | -1 | -1 | -16 | -1 | -4 | 8 | -10
#47 CC1=NCCN1CCNC(=O)Nc1ccc(F)cc1
→ -3 | 1.2 | -1 | 10 | -5 | -3 | 1 | -4 | 3 | nt
#48 CC1CCCCC1NC(=O)C1CCN(S(=O)(=O)N2CCOCC2)CC1 (stereo unspecified)
→ 3 | 1.5 | -3 | 1 | -2 | -8 | 3 | 1 | -1 | 0
#49 CCN(C(=O)COC(=O)Cn1c(C)csc1=O)c1c(N)n(Cc2ccccc2)c(=O)[nH]c1=O
→ 5 | -0.5 | -2 | 2 | -1 | -1 | 1 | 12 | 2 | 6
#50 Cc1ccc(C(CC(=O)O)Nc2nc(N3CCOCC3)nc(N3CCOCC3)n2)cc1 (stereo unspecified)
→ 0 | -3.0 | 2 | -5 | -1 | -12 | 5 | -2 | 0 | 6
#51 CCOc1ccc(N(CC(=O)NCC2CCCO2)C(=O)CCC(=O)Nc2ccccn2)cc1 (stereo unspecified)
→ 0 | -0.7 | -4 | 7 | 3 | 1 | 1 | -5 | 8 | -4
#52 C=CCSc1nc(N)c(C(=O)Nc2ccccc2C)cc1C(N)=O
→ -4 | -2.0 | 2 | 0 | 1 | -11 | 1 | 2 | -4 | -4
#53 CCCc1nnc(NC(=O)CCC(=O)NC2CCCCCC2)s1
→ 0 | -2.0 | 0 | 1 | -2 | 7 | 2 | 14 | -8 | 0
#54 COc1ccc([N+](=O)[O-])cc1NC(=O)CN(C)S(=O)(=O)c1ccccc1
→ 4 | -3.0 | 2 | 0 | -4 | -1 | -1 | 6 | -3 | 4
#55 CC(=O)Nc1ccc(C(=O)n2cnc3cc(C)c(C)cc32)cc1
→ 5 | 0.0 | 5 | -8 | 0 | 7 | -4 | 8 | -2 | 3
#56 CC1(C(=O)NS(=O)(=O)Cc2cccc(Cl)c2)CCN1C(=O)C/C=C/c1ccccc1 (stereo unspecified)
→ 2 | 0.3 | 39* | 0 | -5 | -2 | 3 | -5 | -4 | nt
#57 COc1ccc(NC(=O)Nc2cccc3c2O[C@H](CN(C)C(=O)Nc2ccc(OC)cc2)[C@@H](C)CN([C@H](C)CO)C3=O)cc1
→ 1 | -1.0 | 2 | 8 | 2 | 8 | -1 | 6 | 0 | 1
